APJ agonist: agonists of human APJ apelin receptor. CHO-K1 APJ PathHunter beta-arrestin, luminescence; 0% DMSO wells, 100% apelin. P35414. activation, % at 20 µM. 330,000 tested, 0.11% active;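 active = activation more than six SD over the plate average, tested at 20 µM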;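 also: 0% = DMSO alone and 100% = apelin-13 at 10 nM; some results filed as inactive read as strong as hits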
Target sequence (P35414 whole entry, looked up): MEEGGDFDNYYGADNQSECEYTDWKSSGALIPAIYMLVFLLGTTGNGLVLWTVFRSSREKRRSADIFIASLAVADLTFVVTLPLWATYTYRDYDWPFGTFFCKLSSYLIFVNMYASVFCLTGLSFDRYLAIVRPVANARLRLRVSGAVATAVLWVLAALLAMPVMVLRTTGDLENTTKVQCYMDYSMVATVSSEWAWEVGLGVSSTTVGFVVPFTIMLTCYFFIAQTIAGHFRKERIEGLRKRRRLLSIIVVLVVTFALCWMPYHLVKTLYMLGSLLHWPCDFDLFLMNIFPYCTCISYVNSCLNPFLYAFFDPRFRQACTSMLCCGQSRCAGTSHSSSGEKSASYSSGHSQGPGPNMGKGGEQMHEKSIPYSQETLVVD
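Assay system: CHO-K1 cells stably expressing ProLink-tagged human APJ and arrestin–beta-gal acceptor. Compound dosing: 20 µM single point, 1% DMSO. Times: 16-18 h seeding, 90 min dark compound exposure, 60 min detection. Detection: beta-gal luminescence. Evaluation: APJ–arrestin association signal. Controls: negative DMSO alone, positive Apelin-13 at 10 nM.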
Jurkat NFkB inh: lowers PMA/ionomycin-induced NF-kB signal in Jurkat cells. PMA/ionomycin-induced NF-kB luciferase reporter, luminescence. inhibition, % at 4 µM. 330,000 tested, 0.53% active. AID 435003; in the data active = inhibition above about 50%
CHOP UPR activ: apoptotic UPR (CHOP) activation. CHO-CHOP luciferase reporter, luminescence; percent of tunicamycin response over DMSO baseline. activation, % at 10 µM. 330,000 tested, 0.34% active. AID 449763;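 active = at 10 µM dose, activation of 40% or more, normalized to positive control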;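 also: 100% = tunicamycin at 10 µg/mL and 0% = DMSO alone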
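Test system: CHO-CHOP cells, stable luciferase reporter of PERK-eIF2a-CHOP signalling | Quantity: 500 CHO-CHOP cells per well | Buffer or medium: F12 plus 10% serum | Compound dosing: 10 µM single point, 0.5% DMSO | Schedule: 6 h compound treatment, 37 °C | Signal: Luciferase luminescence | Control set: Tunicamycin high control, DMSO low control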
UPR XBP1 act: adaptive UPR (XBP1) activation; activation, % at 20 µM; CHO-XBP1 luciferase reporter, IRE1-XBP1 UPR activation, luminescence; percent of tunicamycin response, DMSO as zero; 330,000 tested, 0.33% active;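 active = versus positive control, 20 µM dose yields 30% or more activation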;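 also: 100% = tunicamycin at 10 µg/mL and 0% = DMSO only wells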
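Signal: luciferase luminescence; Assay system: CHO-XBP1 luciferase reporter cells; Amount: one thousand reporter cells per well; Dosing: 20 µM single concentration, DMSO 1%; Benchmarks: high control tunicamycin 10 µg/mL final, low control DMSO vehicle only; Schedule: 6 h compound exposure at 37 °C, 5% CO2; Evaluation: percent activation relative to tunicamycin reference.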
697 NFkB inh: lowers PMA/ionomycin-induced NF-kB signal in 697 B cells. 697 B-cell NF-kB luciferase reporter, 16 h. inhibition, % at 4 µM. 330,000 tested, 0.33% active. AID 435022; in the data active = inhibition above about 35%
Mdm2 MdmX PPI: human Mdm2/MdmX binding inhibition | SaOS-2 split-luciferase Mdm2/MdmX complementation, luminescence | inhibition, % at 8 µM | 330,000 tested, 3% active | AID 485346;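 active = inhibition of at least 50% at 8 µM in the primary screen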
tim23-1 inh: inhibits growth of tim23-1 mutant yeast | S. cerevisiae tim23-1 growth, BacTiter-Glo luminescence, 24 h | 330,000 tested, 1.3% active | inhibition, % at 20 µM;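 active = growth inhibition of the mutant yeast at or above 50%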;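 also: temperature-sensitive mutant grown at 25 °C; plate controls were DMSO-treated mutant yeast for no effect and medium wells lacking yeast for full effect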
APJ antag: antagonists of human APJ apelin receptor; CHO-K1 APJ beta-arrestin complementation, luminescence; AID 2521; inhibition, % at 20 µM; 330,000 tested, 0.32% active; P35414;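 active = inhibition above about 40% at 20 µM, limit read from the data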;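 also: cells challenged with 10 nM apelin-13 agonist together with compound; plate controls were apelin-13 plus DMSO wells for no effect and DMSO wells lacking apelin-13 for full effect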
The depositor's hits bear a star.

1. Cn1cc(C(=O)N2CCc3ccccc3C2)c(=O)c2cc(S(=O)(=O)N3CCCCC3)ccc21
2. CC(=O)NC1N=C(C)N(c2ccccc2)C1=O (stereo not given)
3. CNC(=O)/C(=C\c1cccc(Oc2ccccc2)c1)NC(=O)c1ccccc1
4. COc1ccc(S(=O)(=O)N2CCCCC2)cc1NC(=O)Cn1cnc2c1c(=O)n(C)c(=O)n2C
5. c1ccc(C[n+]2cccc3c4ccccc4ccc32)cc1
6. O=C(CN1CCCC1)N1CCCc2c1c(=O)oc1ccc(OCc3ccccc3)cc21
7. O=C(NCCCN1CCOCC1)c1cc(-c2cccs2)on1
8. CCC(NC(=O)Nc1ncccc1C)(C(F)(F)F)C(F)(F)F

assay / entry,1,2,3,4,5,6,7,8
APJ agonist,-1,-1,1,-1,-1,-2,-1,-2
Jurkat NFkB inh,14,0,-9,0,26,5,-24,-6
CHOP UPR activ,-0.3,1.1,0.7,-1.5,-0.9,-1.4,3.6,-0.8
UPR XBP1 act,0,-3,-1,-3,1,-1,5,-4
697 NFkB inh,6,-37,5,-2,0,-1,48*,20
Mdm2 MdmX PPI,-8,-15,4,16,37,17,-45,17
tim23-1 inh,14,-7,9,7,2,20,2,10
APJ antag,5,-10,-4,9,4,3,-4,2

Grouped by structure, those above with sulfur.
1. Cn1cc(C(=O)N2CCc3ccccc3C2)c(=O)c2cc(S(=O)(=O)N3CCCCC3)ccc21
4. COc1ccc(S(=O)(=O)N2CCCCC2)cc1NC(=O)Cn1cnc2c1c(=O)n(C)c(=O)n2C
7. O=C(NCCCN1CCOCC1)c1cc(-c2cccs2)on1

assay / entry,1,4,7
APJ agonist,-1,-1,-1
Jurkat NFkB inh,14,0,-24
CHOP UPR activ,-0.3,-1.5,3.6
UPR XBP1 act,0,-3,5
697 NFkB inh,6,-2,48*
Mdm2 MdmX PPI,-8,16,-45
tim23-1 inh,14,7,2
APJ antag,5,9,-4

(further entries)
9. COc1cccc(CC2(CO)CCCN(Cc3ccccc3Cl)C2)c1 (stereo not given)
10. CCC(=O)Nc1ccc(C(=O)CN2C(=O)NC3(CCCCCC3)C2=O)cc1
11. O=C(NCC(c1cccs1)N1CCOCC1)c1ccc(Cl)cc1 (stereo not given)
12. N#C/C(=C\c1ccc(N2CCOCC2)c([N+](=O)[O-])c1)c1nc2ccccc2[nH]1
13. O=C(O)c1ccc(N/N=C/c2ccc(-c3ccccc3Cl)o2)cc1
14. COc1ccc2nc(-c3ccccc3)cc(C(=O)OCC(=O)N3CCCCC3)c2c1
15. CC(C)COC(=O)CCn1[nH]c(=O)c2ccccc2c1=O
16. COc1cc(C)cc2oc(=O)c(CC(=O)N3CCN(C(=O)C4COc5ccccc5O4)CC3)c(C)c12 (stereo not given)

assay / entry,9,10,11,12,13,14,15,16
APJ agonist,-1,-3,-7,2,-1,1,-2,2
Jurkat NFkB inh,-5,-7,32,-20,-103,8,-1,1
CHOP UPR activ,1.9,-0.6,-2.2,2.4,-2.8,2.8,-0.3,-0.2
UPR XBP1 act,-1,-4,-1,6,1,-2,0,-2
697 NFkB inh,6,-32,-1,-14,-250,26,-13,-3
Mdm2 MdmX PPI,-10,2,44,-24,-124,20,4,3
tim23-1 inh,19,6,15,24,16,17,7,11
APJ antag,-2,0,6,-16,-1,14,-1,16

17. N#CC(c1ccccc1)c1ccc2c(C(F)(F)F)cc(C(F)(F)F)nc2n1 (stereo not given)
18. Cc1ccc(CCNC(=O)C2CCCN(S(C)(=O)=O)C2)cc1 (stereo not given)
19. O=C(c1cccc2ccccc12)C1CCCN(C(=O)CCCn2cncn2)C1 (stereo not given)
20. O=C(Nc1cccc(-c2ccc(N3CCOCC3)nn2)c1)c1ccccc1
21. O=C(N1CCCCC1)C12CC3CC(CC(C3)C1)C2
22. O=C(NCCOC(=O)c1ccncc1)c1ccccc1
23. COc1ccc(-n2c(Cc3cc(=O)[nH]c(=O)[nH]3)nnc2SCC(=O)NC2CCCC2)cc1
24. CCn1c(SCC(=O)NNC(=O)c2ccc(C)cc2)nnc1-c1ccncc1

assay / entry,17,18,19,20,21,22,23,24
APJ agonist,-5,-1,-2,9,-2,-4,-3,-4
Jurkat NFkB inh,7,-1,-14,-43,9,-13,-3,-9
CHOP UPR activ,1.4,0.6,-0.2,3.9,-2.3,-2.4,-1.4,-2.7
UPR XBP1 act,0,-1,2,0,-3,1,-1,-1
697 NFkB inh,-3,1,14,-42,7,-2,-1,-17
Mdm2 MdmX PPI,68*,5,5,-36,7,25,1,-15
tim23-1 inh,16,-2,17,7,22,8,3,19
APJ antag,42*,-17,-8,0,-16,-4,-49,-30

25. COc1ccc(C(=O)NC(=S)N2CCN(c3ccc([N+](=O)[O-])cc3)CC2)cc1
26. CCOc1c(Br)cc(C(N)=O)cc1OC
27. O=C(CSc1n[nH]c(-c2ccco2)n1)N1c2ccccc2Sc2ccccc21
28. O=C(Nc1ccccc1Cl)N1CCN(c2ccc3nnc(-c4ccc(F)cc4)n3n2)CC1
29. COc1ccc(O)c(/C=N/NC(=O)CCC(=O)Nc2ccc(F)cc2)c1
30. Cc1cccc(NC(=O)c2cnn(-c3ccc(F)cc3)c2C2CCNCC2)c1C
31. COc1ccc(CNC(=O)C2CC(=O)N(c3ccc(OCC(=O)N4C(C)CCCC4C)cc3)C2)cc1 (stereo not given)
32. CCOc1ncccc1C(=O)Nc1ccc(S(=O)(=O)N2CCCC2)cc1

assay / entry,25,26,27,28,29,30,31,32
APJ agonist,-2,1,-1,2,-2,-1,1,-4
Jurkat NFkB inh,-9,13,3,18,-12,-2,-4,10
CHOP UPR activ,0.3,-0.4,-0.2,-1.1,-0.9,0.2,0.2,0.9
UPR XBP1 act,-1,-1,0,0,-5,0,1,4
697 NFkB inh,-7,-18,1,36*,6,4,10,-8
Mdm2 MdmX PPI,0,11,15,26,28,26,17,26
tim23-1 inh,2,-2,28,33,-9,-2,-5,6
APJ antag,-8,-8,-2,9,10,-5,4,6

33. Cc1ccc2sc(N3CCN(C(=O)c4ccc([N+](=O)[O-])o4)CC3)nc2c1C
34. COc1ccc(OC)c(NC(=O)COC(=O)C2CCC2)c1
35. CC(=O)Nc1ccc2c(c1)C(=O)N(c1cccc(C)c1)C2=O
36. C#CCOC(=O)C(NC(=O)c1ccccc1)=C1CCCCC1
37. COc1ccc(/C(C)=N\NC(=O)CNC(=O)C(c2ccccc2)c2ccccc2)cc1OC
38. O=C(Nc1ccc2oc(Cc3ccc(Cl)cc3)nc2c1)c1cccnc1
39. CCN(CC)S(=O)(=O)c1cccc(C(=O)N/N=C(\C)c2cccs2)c1
40. CCC(C)/C(C)=N/NC(=O)c1cn(-c2ccccc2)nc1-c1ccccc1 (stereo not given)

assay / entry,33,34,35,36,37,38,39,40
APJ agonist,18,-1,-3,-5,0,2,-1,-3
Jurkat NFkB inh,11,6,2,-44,7,15,-82,0
CHOP UPR activ,15,-0.1,1.6,0.9,0.8,-1.5,5.6,-0.2
UPR XBP1 act,-4,-2,3,-1,0,0,1,-3
697 NFkB inh,16,11,5,-69,10,-50,-86,0
Mdm2 MdmX PPI,37,-4,-9,13,24,29,-32,11
tim23-1 inh,30,17,-8,5,-1,59*,12,38
APJ antag,-80,3,-3,-10,15,-6,20,-1

41. CCCCN(C(=O)c1cccc(S(=O)(=O)N2CC(C)OC(C)C2)c1)c1c(N)n(CCCC)c(=O)[nH]c1=O (stereo not given)
42. Cc1ccc(Sc2ccc(S(=O)(=O)Nc3ccc(CC(=O)O)cc3)cc2)cc1C
43. CCC(=S)/C=C1\Sc2ccccc2N1CCCS(=O)(=O)O
44. Cc1c(Cc2ccccc2)c(=O)oc2cc(OCC(=O)NCC(O)c3ccccc3)ccc12 (stereo not given)
45. Cc1ccc(/C=C2\SC(=O)N(CCNC(=O)C3CSC4(C)CCC(=O)N34)C2=O)cc1 (stereo not given)
46. COC1=CC(=Cc2c(N)n3nc(CC(=O)N4CCCCC4)sc3nc2=O)C=C(OC)C1=O
47. O=[N+]([O-])c1ccc(OC(F)F)c(/C=N/n2cnnc2)c1
48. CCSC1=NCCN1S(=O)(=O)c1ccc(F)cc1

assay / entry,41,42,43,44,45,46,47,48
APJ agonist,4,-2,10,-3,-1,-4,-1,-2
Jurkat NFkB inh,-15,8,5,21,-2,1,-7,3
CHOP UPR activ,0.1,0.5,0.9,0.9,2.3,-0.8,0.0,-0.8
UPR XBP1 act,-3,-2,-1,1,0,-3,0,1
697 NFkB inh,-38,2,3,1,-2,12,18,12
Mdm2 MdmX PPI,3,13,-21,17,17,23,40,-1
tim23-1 inh,6,18,13,7,18,-8,8,24
APJ antag,-28,-9,10,0,10,-48,-21,3

49. Cc1cc(C)cc(-n2c(N)c(C(=O)Nc3c(C)n(C)n(-c4ccccc4)c3=O)c3nc4ccccc4nc32)c1
50. COc1cc(C(=O)NCC(=O)N/N=C\C(C)=C/c2ccccc2)cc(OC)c1OC
51. O=C(O)CC(NCc1ccco1)C(=O)OCC1CCCO1 (stereo not given)
52. Cc1ccc(CNC(=O)CN(c2cccc([N+](=O)[O-])c2)S(=O)(=O)c2ccccc2)cc1
53. O=C1/C(=C/c2ccc([N+](=O)[O-])cc2)CCc2ccccc21
54. O=C(CN1C(=O)c2cccc3cccc1c23)NCc1ccncc1
55. CCOC(=O)N1CCN(C(=O)CS(=O)(=O)Cc2nc(-c3ccccc3F)oc2C)CC1
56. CC(NC(=O)c1cc(-c2ccc(Br)cc2)on1)c1ccccc1 (stereo not given)

assay / entry,49,50,51,52,53,54,55,56
APJ agonist,0,1,-2,-3,-2,-2,-4,-4
Jurkat NFkB inh,3,9,-12,5,-53,-3,-5,-10
CHOP UPR activ,10,3.3,-0.9,-1.0,2.4,-1.5,-0.4,1.7
UPR XBP1 act,1,-4,2,-6,-4,-1,-2,3
697 NFkB inh,-22,1,5,9,-54,27,-38,8
Mdm2 MdmX PPI,39,2,10,36,18,-6,8,54*
tim23-1 inh,17,23,8,25,40,11,1,5
APJ antag,3,-7,1,-3,-10,-13,-46,1
